# Screening data as filed in PubChem.
# PKM2 act – activators of human pyruvate kinase M2 | P14618 | purified PKM2, Kinase-Glo ATP luminescence, activation; response scale: 0% is enzyme alone, no compound | Potency, µM (series often up to 57.5 µM), for the others: at the highest dose activation, actives largely listed as activators | actives 0.34% (n = 260,000); also: potency is read from the fitted curve at half-maximal effect; % is scaled to controls: 0 for no effect and ±100 for the full control effect; nearly all actives have a fitted effect of over 55% in size
#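 hPK-M2, >95% pure; 0.1 mM ADP / 0.5 mM PEP final; imidazole pH7.2 buffer w/ 7 mM MgCl2, 50 mM KCl; 1 h RT; Kinase-Glo lum. Intermediate enzyme activity for dual inhibitor/activator qHTS.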
# ELG1 genotoxic – induces genotoxicity in HEK293T cells with luciferase-tagged ELG1; HEK293T ELG1-luciferase reporter, luminescence, 16 h; Potency, µM (series often up to 46 µM), inactives show top-dose activity change, positive = activation, most hits filed as activators; actives 1.3% (n = 330,000); also: potency is read from the fitted curve at half-maximal effect; % of control where 0% means no effect; nearly all actives have a fitted effect of over 60% in size
#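 Genotoxic stress is detected as increased luminescence from luciferase-tagged ELG1 in HEK293T cells, measured with ONE-Glo after a 16 hr treatment at 37 °C.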
# NPC1 prom act – activators of NPC1 promoter | Huh7 NPC1 promoter luciferase reporter, 24 h | Potency, µM (titrated, usually from 9.22 µM), without a hit: at the top dose activation, hits mostly activators | actives 2.4% (n = 320,000) | AID 485313;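 also: potency is read from the fitted curve at half-maximal effect; % of control where 0% means no effect; nearly all actives have a fitted effect of over 60% in size; reporter is driven by a mutant NPC1 promoter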
#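 Luminescence from an NPC1 promoter-driven luciferase reporter in stably transfected Huh7 cells was measured after 24 h compound treatment at 37 °C, followed by 10 min ambient incubation with luciferase detection reagent.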
# RORg inh – blocks mouse ROR gamma transcriptional activity; P51450; actives 5.4% (n = 310,000); AID 2551; Drosophila S2 Gal4-RORgamma UAS-luciferase reporter, 20 h; Potency, µM (series often up to 53.6 µM), without a hit: top-dose activity change, negative = inhibition, usual class: inhibitors; also: potency is read from the fitted curve at half-maximal effect; % is scaled to controls: 0 for no effect and ±100 for the full control effect; nearly all actives have a fitted effect of over 60% in size
# Target sequence (P51450 whole entry, looked up, the tested form may be a part): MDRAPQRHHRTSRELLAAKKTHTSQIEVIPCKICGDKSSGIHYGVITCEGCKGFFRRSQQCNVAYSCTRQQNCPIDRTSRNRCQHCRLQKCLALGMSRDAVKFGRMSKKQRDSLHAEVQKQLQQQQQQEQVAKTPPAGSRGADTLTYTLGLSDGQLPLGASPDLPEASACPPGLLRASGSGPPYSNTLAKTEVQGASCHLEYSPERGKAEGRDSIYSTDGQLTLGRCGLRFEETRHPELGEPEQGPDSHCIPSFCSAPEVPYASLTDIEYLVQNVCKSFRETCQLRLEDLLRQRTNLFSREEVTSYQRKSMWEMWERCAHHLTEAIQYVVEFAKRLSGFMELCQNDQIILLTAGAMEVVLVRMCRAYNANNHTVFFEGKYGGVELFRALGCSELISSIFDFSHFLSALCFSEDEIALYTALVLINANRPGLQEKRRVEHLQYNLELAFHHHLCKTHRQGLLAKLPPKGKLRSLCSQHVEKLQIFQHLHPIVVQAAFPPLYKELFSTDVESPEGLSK
#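 Stable Schneider cell line, Gal4 DNA-binding domain fused to ROR gamma, UAS-luciferase. Cmpd 1 hr RT → CuSO4 700 uM final → 20 hr RT → luciferase reagent 10 min → luminescence.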
# FLuc counter – counter-screen for miR-21 project: firefly luciferase inhibitors or activators; P08659; purified FLuc, Km substrates, luminescence inhibition; Potency, µM (top dose mostly 57.5 µM), for the others: at the highest dose activity change, negative = inhibition, most hits filed as inhibitors; actives 6.9% (n = 360,000); AID 588342;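 also: potency is read from the fitted curve at half-maximal effect; plate controls were vehicle for no effect and reference inhibitor for full effect; nearly all actives have a fitted effect of over 55% in size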
# Target sequence (P08659 whole entry, looked up): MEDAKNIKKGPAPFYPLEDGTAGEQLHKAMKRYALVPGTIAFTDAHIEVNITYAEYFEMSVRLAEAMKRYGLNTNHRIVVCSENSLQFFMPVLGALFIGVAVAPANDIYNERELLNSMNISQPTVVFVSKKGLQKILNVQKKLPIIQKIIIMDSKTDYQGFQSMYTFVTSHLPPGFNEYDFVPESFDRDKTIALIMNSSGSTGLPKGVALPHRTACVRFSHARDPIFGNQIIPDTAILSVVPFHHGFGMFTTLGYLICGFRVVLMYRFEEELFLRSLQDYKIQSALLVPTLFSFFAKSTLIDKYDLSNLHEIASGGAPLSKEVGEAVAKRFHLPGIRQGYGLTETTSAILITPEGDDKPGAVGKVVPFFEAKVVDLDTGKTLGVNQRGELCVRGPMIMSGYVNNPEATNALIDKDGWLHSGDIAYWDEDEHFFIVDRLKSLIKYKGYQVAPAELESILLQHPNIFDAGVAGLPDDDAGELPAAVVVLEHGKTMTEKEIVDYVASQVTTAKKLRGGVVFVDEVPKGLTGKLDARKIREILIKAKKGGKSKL
#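 Purified P. pyralis luciferase, 10 nM final, with Km-level 10 uM D-luciferin and 10 uM ATP in 50 mM Tris acetate pH 7.5, 10 mM Mg acetate, 0.01% Tween-20, 0.05% BSA; 6-point qHTS titration about 60 µM downward; luminescence read.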
# Rab9 prom act – Rab9 promoter activation; actives 2.8% (n = 320,000); AID 485297; Potency, µM (doses to about 9.22 µM), for the others: top-dose activation, negative = inhibition, most hits filed as activators; Huh7 Rab9 promoter-luciferase reporter, luminescence, 24 h; also: potency is read from the fitted curve at half-maximal effect; % of control where 0% means no effect; nearly all actives have a fitted effect of over 60% in size
#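 Promoter activation is measured as luciferase luminescence in Huh7 cells stably transfected with a Rab9 promoter–luciferase construct, following 24 h compound exposure at 37 °C and 10 min reagent incubation at ambient temperature.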
# p53 reactivation – mutant p53 re-activation in reporter cells. H1299 p53-A138V BP100-luciferase reporter, luminescence, 24 h. Potency, µM (doses to about 92.2 µM), without a hit: at the highest dose activity change, positive = activation, actives largely listed as activators. actives 0.063% (n = 320,000). AID 504706; also: potency is read from the fitted curve at half-maximal effect; % of control where 0% means no effect; nearly all actives have a fitted effect of over 45% in size
#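 H1299 (p53-null), stable ts p53-A138V + BP100-Luc; 1000 cells/well, Opti-MEM/10% FBS; cpd 4 pt, 1:5; 24 h, 37 deg C, 5% CO2; detection reagent 10 min RT; luminescence.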
# BRCA1 expr up – BRCA1 expression activation; actives 1.1% (n = 380,000); MCF7-BRCA1-FFLuc reporter, luminescence, 48 h; response scale: scaled: vehicle 0%, 10 µM genistein 100%; Potency, µM (titrated, usually from 46.1 µM), without a hit: at the highest dose activation, most hits filed as activators; AID 624202; also: potency is read from the fitted curve at half-maximal effect; nearly all actives have a fitted effect of over 80% in size; some results filed as inactive show a strong effect at the top dose
#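 MCF7-BRCA1-FFLuc cells, 2000/well in phenol-red-free MEM, attached 2 h then treated 48 h at 37 C. Luciferase luminescence read 15 min after reagent; normalized to genistein maximum activation (10microM) and DMSO, concentration-response fitted.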
# Menin-MLL TR inh – inhibitors of human menin-MLL interaction, mutant MLL peptide | O00255 | Potency, µM (highest dose often 61.6 µM), inactives show top-dose FP activity change, negative = inhibition, usual class: inhibitors | Menin + Texas Red MLL mutant peptide, fluorescence polarization | AID 1768 | actives 0.23% (n = 270,000); active = well fitted inhibition curve with a large enough effect in the polarisation, with a control signal flat, not every such curve was filed as active; inconclusive = small, poorly fitted or top-dose-only effect, or effect the other way, or a change in a side signal; inactive = no such curve, though single readings can be large or run the other way; the % refers to the polarisation; also: potency is read from the fitted curve at half-maximal effect; % of control where 0% means no effect; many of its hits are not listed in these tables
# Giardia killer – Giardia lamblia killing; AID 540267; Giardia lamblia trophozoite viability; activity change, % at 7.66 µM, hits read low; actives 0.15% (n = 340,000); in the data active = activity change below about -80%; inconclusive = between about -30% and that limit;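 also: parasites exposed to compound for two days anaerobically before the ATP read; % is scaled to controls: 0 for no effect and ±100 for the full control effect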
#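 ATP-content bioluminescence gauges trophozoite survival. Cells (100/well) receive compound and incubate anaerobically for 48 hrs at 37 deg C; detection reagent follows for 15-30 min at room temperature.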
# VP16 counter – Gal4-VP16 reporter inhibition counter-screen | Drosophila S2 Gal4-VP16 UAS-luciferase, luminescence, 20 h | Potency, µM (titrated, usually from 53.6 µM), for inactives: top-dose activity, negative = inhibition, hits mostly inhibitors | actives 3.5% (n = 310,000) | AID 2546;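 also: Gal4-VP16 expression switched on by copper sulfate through the metallothionein promoter; potency is read from the fitted curve at half-maximal effect; % is scaled to controls: 0 for no effect and ±100 for the full control effect; nearly all actives have a fitted effect of over 50% in size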
# An asterisk follows results filed as active; ? = inconclusive; · = not tested or not shown; [ ] = remark or other dose. Unless noted, calls follow the shape of the dose curve; as a rule, active = well fitted curve in the direction sought with a large enough effect; inconclusive = small, poorly fitted or top-dose-only effect, or another doubt; inactive = no such curve, though single readings can be large; an effect the other way counts as inactive or inconclusive. A portion of the library (hit frequency here may not be typical).
SMILES,PKM2 act,ELG1 genotoxic,NPC1 prom act,RORg inh,FLuc counter,Rab9 prom act,p53 reactivation,BRCA1 expr up,Menin-MLL TR inh,Giardia killer,VP16 counter
Cc1ccccc1NC(=O)c1cccc(NC(=O)CCC(=O)O)c1,-7.6%,-0.6%,-4.8%,-0.3%,1.3%,-3.6%,0.6%,1.4%,5.5%,30.0,-0.3%
O=C(c1cc2ccccc2[nH]1)N1CCOCC1,-0.3%,6.3%,2.2%,11.6%,?,-2.6%,9.9%,-20.7%,-6.6%,15.9,3.6%
CCC(C(=O)c1ccc(O)cc1)c1ccccc1 (configuration not stated),0.2%,-6.2%,1.1%,32.1%,0.4%,-4.7%,7.0%,-18.8%,-15.1%,2.9,-20.5%
Cc1cc(C)n(CCCNC(=O)C2CC(=O)N(Cc3ccccc3)C2)n1 (configuration not stated),·,2.5%,-3.1%,·,0.0%,10.4%,1.3%,-1.2%,·,-11.0,·
COC(=O)c1ccc(NC(=O)CC2C(=O)N(c3ccc(C)cc3)C(=O)N2CC(C)C)cc1 (configuration not stated),-0.2%,0.6%,-0.8%,29.6%,-0.2%,-3.4%,1.3%,-46.8%,10.2%,-2.4,-3.6%
O=C(CNC(=S)NC(=O)c1ccc(Br)o1)c1ccccc1,8.5%,5.9%,2.2%,12.6µM*,2.0%,-6.9%,2.3%,-41.7%,-19.5%,-1.0,?
CCOc1cc2[nH]c(=O)n(Cc3ccc(C(=O)NCCCN4CCC(C)CC4)cc3)c(=O)c2cc1OCC,-3.4%,0.9%,-1.4%,0.9%,-1.5%,-4.3%,10.6%,-11.9%,-14.6%,7.6,3.5%
O=C(CSc1ccc(F)cc1)N1CCC(c2nc3ccccc3s2)CC1,20µM*,-1.1%,-0.3%,-105.8%,-10.9%,2.0%,-1.1%,-51.0%,-24.9%,-9.5,?
S=C1NCCOCCOCCOCCOCCNC(=S)NCCOCCOCCOCCOCCN1,-8.9%,-3.0%,0.6%,-11.8%,2.1%,-0.4%,-3.2%,0.0%,-12.2%,-22.9,-5.3%
CCOc1ccccc1N(CC(=O)NC(C)(C)C)C(=O)c1ccc(CN2CCOCC2)o1,-2.3%,-0.9%,1.2%,17.1%,-0.2%,5.2%,0.1%,-0.8%,-10.9%,-5.4,3.3%
Cc1nn2c(N3CCN(C(=O)c4ccco4)CC3)cc(C(C)(C)C)nc2c1-c1ccccc1,-1.8%,0.1%,-1.0%,-13.1%,0.2%,-14.4%,13.7%,-3.8%,-18.9%,4.5,2.7%
CCOC(=O)c1ccc(N2C(=O)CC(N3CCC(Nc4ccc(F)cc4)CC3)C2=O)cc1 (configuration not stated),8.0%,1.2%,1.8%,-6.5%,11.8%,-1.9%,-2.0%,0.6%,11.6%,-1.6,24.4%
CC(C)Cc1c(O)nc(SCCN2CCOCC2)[nH]c1=O,-1.8%,-1.4%,-2.7%,-59.2%,0.8%,3.6%,20.3%,0.2%,5.6%,-1.9,6.5%
Cc1cc(SCc2cccc([N+](=O)[O-])c2)nc(=O)[nH]1,·,-0.5%,-3.1%,5.0%,1.7%,4.2%,-6.4%,1.4%,·,-15.0,4.7%
C=CCNC(=O)Cn1nc(-c2ccccc2)ccc1=O,-6.0%,0.0%,2.2%,-0.3%,0.4%,2.4%,8.8%,58.9%,8.2%,-13.0,-1.1%
Cc1ccccc1-c1nnc(SCC(=O)NC2CCCC2)o1,-5.0%,·,2.9%,-6.9%,1.9%,-1.5%,·,14.1%,-10.8%,13.3,-20.5%
O=C(NCCO)c1cc2c([nH]c3ccccc32)c(-c2ccc(F)cc2)n1,·,-2.1%,5.7%,-11.7%,-0.6%,-1.9%,-5.0%,-31.2%,-22.6%,0.8,-10.3%
C/C(CCc1ccco1)=N\NC(=O)CNc1cccc2ccccc12,6.4%,-0.3%,11.8%,0.9%,-12.1%,14.3%,3.1%,-73.8%,?,18.2,-11.6%
CCOc1ccc(-c2nnc(SCC(=O)NC3CC3)o2)cc1,·,6.9%,-8.5%,·,?,-6.9%,-3.6%,-61.4%,·,?,·
CC(C)(CNC(=O)CO/N=C1/C=C2CCC3C(C(O)C[C@@]4(C)C3CC[C@]4(O)C(=O)CO)[C@@]2(C)CC1)C(O)C(=O)O (some centres not stated),·,?,15.3%,2.3%,-1.3%,0.3%,-0.5%,4.6%,1.1%,6.1,2.1%
COc1ccc(/C=C/C(=O)O)cc1S(=O)(=O)NC1CCS(=O)(=O)C1 (configuration not stated),-14.1%,3.8%,-0.5%,-2.2%,1.0%,-2.0%,?,-4.0%,0.6%,-11.5,-20.8%
O=C(NCC(c1cccs1)N1CCOCC1)c1ccc(Br)o1 (configuration not stated),-0.3%,·,·,16.5%,-2.1%,·,·,-49.4%,12.8%,4.2,2.4%
COCCOC(=O)C1=C(C)NC(=O)NC1c1cccc2ccccc12 (configuration not stated),2.3%,-2.8%,-0.3%,?,-3.6%,1.9%,-35.8%[inhibitor],-16.5%,-27.3%,-10.8,2.3%
COc1cccc(C(=O)NCC(=O)NNc2ncnc(N)c2[N+](=O)[O-])c1,-0.6%,6.4%,-4.4%,-37.5%,4.4%,-5.1%,0.6%,-0.2%,5.7%,-2.3,-6.5%
CCOC(=O)c1cnc(SC)nc1Sc1ccccc1Cl,-2.2%,3.1%,-2.6%,-12.1%,-0.6%,-8.2%,1.1%,-22.1%,-4.4%,-19.9,-6.4%
CC(C)NC(=O)c1ccccc1NC(=O)CS(=O)(=O)Cc1ccccc1,-12.4%,1.7%,3.4%,-11.8%,5.5%,-1.3%,-2.0%,0.0%,-2.0%,-5.2,-1.4%
COCCNC(=O)CCCn1c(=O)c2ccccc2n(Cc2ccccc2C#N)c1=O,·,2.1%,-0.8%,-3.1%,-0.1%,0.6%,-3.5%,6.1%,-16.4%,-12.7,-5.2%
COc1ccc(C(=O)OCc2cc3cccc(C)c3[nH]c2=O)cc1,-7.6%,-7.2%,-2.3%,8.0%,-0.5%,0.4%,0.9%,7.7%,-20.1%,-2.5,-8.2%
Cc1cc(SCC(=O)OC/C(O)=C(\C#N)c2nc3ccccc3[nH]2)c(C)cc1Br,-3.9%,?,-2.4%,6.31µM*,-6.5%,-0.7%,-4.8%,20.9%,?,6.9,17.8µM*
COc1ccccc1-c1ccc(/C=N/O)o1,2.6%,2.6%,-4.2%,-13.0%,?,-0.6%,-3.0%,45.2%,·,6.8,1.1%
Cc1nc2sc(C(c3ccc(F)cc3)N3CCOCC3)c(O)n2n1 (configuration not stated),-0.8%,0.7%,-2.8%,-16.4%,0.7%,2.3%,-2.3%,12.1%,-9.8%,-7.2,-3.8%
COc1cc(S(=O)(=O)N2CCOCC2)ccc1NC(=O)COC(=O)C12CC3CC(CC(C3)C1)C2,-4.4%,0.3%,-2.9%,-15.8%,12.7%,-1.9%,0.9%,8.6%,-20.7%,-0.3,-15.1%
CC(C(=O)Nc1ccccc1-c1ccccc1)N1CCN(C(=O)c2ccccc2)CC1 (configuration not stated),-1.1%,-5.9%,-3.0%,?,0.2%,-2.7%,-3.0%,-26.1%,·,-7.4,12.2%
Clc1ccc(OCCCn2ccnc2)c(Br)c1,0.7%,0.0%,-5.2%,-14.8%,19µM*,-7.3%,11.7%,28.0%,?,-5.1,-10.7%
CC(=O)N[C@@H](C)C(=O)OC(C)C(=O)Nc1cccc([N+](=O)[O-])c1 (some centres not stated),2.0%,1.0%,-1.5%,9.1%,-2.1%,-0.2%,3.2%,-8.3%,6.2%,3.2,3.8%
FC(F)(F)c1ccccc1NC(=S)Nc1cccc(Cl)c1,-7.4%,-2.4%,-0.4%,?,1.4%,-5.2%,16.3%,18.8%,13.5%,-23.7,8.9%
O=C1c2ccccc2C(=O)N1c1cc([N+](=O)[O-])ccn1,1.1%,-1.4%,1.6%,?,-13.6%,2.3%,5.9%,-27.6%,5.2%,-3.9,-2.0%
O=C(CCCc1ccccc1)NCc1ccc(Cl)cc1,-2.2%,-0.9%,-2.4%,-12.0%,-2.9%,1.0%,·,25.8%,0.1%,-15.5,-0.3%
